# PPARg SRC3 recr = promotes SRC-3 coactivator recruitment by human PPARgamma. P37231. biochemical PPARgamma/SRC-3 coactivator recruitment assay. activation, % at 8 µM. hit rate 0.26% among 200,000; in the data active means activation above about 23%;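 further: 0% = DMSO and 100% = reference agonist; some compounds past the cut are filed as inactive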
# Target sequence (P37231 whole entry, looked up): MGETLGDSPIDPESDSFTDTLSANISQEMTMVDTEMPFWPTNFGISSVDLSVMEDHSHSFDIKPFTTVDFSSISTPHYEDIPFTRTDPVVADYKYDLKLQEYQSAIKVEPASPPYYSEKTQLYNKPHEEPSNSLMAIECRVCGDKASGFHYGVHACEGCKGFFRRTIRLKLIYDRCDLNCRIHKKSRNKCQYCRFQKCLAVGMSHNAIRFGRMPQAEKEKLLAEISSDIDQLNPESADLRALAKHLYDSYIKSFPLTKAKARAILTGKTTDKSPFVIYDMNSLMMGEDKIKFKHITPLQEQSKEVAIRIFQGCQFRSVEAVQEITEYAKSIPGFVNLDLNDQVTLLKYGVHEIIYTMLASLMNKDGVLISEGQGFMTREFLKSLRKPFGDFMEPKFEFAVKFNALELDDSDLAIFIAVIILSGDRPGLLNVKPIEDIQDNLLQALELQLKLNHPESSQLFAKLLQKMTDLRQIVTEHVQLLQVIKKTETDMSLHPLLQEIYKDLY
# STAT1 inh = inhibitors of IFN-gamma induced STAT1 signaling; NIH 3T3 STAT1-luciferase reporter, luminescence; inhibition, % at 5.5 µM; hit rate 0.35% among 200,000; AID 920;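 active means inhibition above a set limit, the mean inhibition across all tested compounds plus 3 SD, cut at about 34% in these data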;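 further: 0% = IFN-gamma with DMSO and 100% = IFN-gamma with 300 µM nifuroxazide; values of inactives mirror those of a sister screen read the other way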
# bIAP activator = increases bovine intestinal alkaline phosphatase activity; purified bovine IAP, CDP-star luminescence, 30 min; active compounds read high; fold of DMSO-control signal, blank-subtracted; activation factor at 20 µM; hit rate 0.17% among 200,000;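 active means activation factor of 2 or more at 20 µM, a signal rise over negative controls twice the positive control's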
# TR-FRET SRC-2 ct = flags TR-FRET format artefacts in PPARgamma SRC-2 recruitment agonist screen | hit rate 0.4% among 200,000 | TR-FRET artefact counter-screen; active compounds read high | AID 1049 | TR-FRET ratio at 8 µM; in the data active means TR-FRET ratio above about 2000; further: inactives centre near 1500
# STAT3 inh = inhibitors of IL-6 induced STAT3 signaling; U3A cells, IL-6 STAT3-luciferase reporter, luminescence; host cell line lacks STAT1; inhibition, % at 5.5 µM; hit rate 0.89% among 190,000; AID 862;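 active means inhibition above the mean inhibition across all screened compounds plus 3 SD, cut at about 44% in these data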;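 further: 0% = DMSO only wells and 100% = 100 µM nifuroxazide control wells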
# PPARg SRC-2 ag = agonists of SRC-2 recruitment by human PPARgamma; AID 1032; P37231; activation, % at 8 µM; hit rate 0.34% among 200,000; PPARgamma LBD-SRC-2 recruitment, biochemical; in the data active means activation above about 22%;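 further: 0% = vehicle and 100% = reference agonist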
# ROMK mod = modulates human ROMK potassium channel activity; P48048; Tet-inducible ROMK, thallium flux fluorescence; actives lie on both sides; B-score at 10 µM; hit rate 2% among 130,000;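 active means signal ratio slope over the read window, or its plate-corrected B-score, at least 3 SD from the plate mean, either direction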;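 further: B-score of the F/F0 ratio slope over 7 to 12 s after thallium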
# Target sequence (P48048 whole entry, looked up): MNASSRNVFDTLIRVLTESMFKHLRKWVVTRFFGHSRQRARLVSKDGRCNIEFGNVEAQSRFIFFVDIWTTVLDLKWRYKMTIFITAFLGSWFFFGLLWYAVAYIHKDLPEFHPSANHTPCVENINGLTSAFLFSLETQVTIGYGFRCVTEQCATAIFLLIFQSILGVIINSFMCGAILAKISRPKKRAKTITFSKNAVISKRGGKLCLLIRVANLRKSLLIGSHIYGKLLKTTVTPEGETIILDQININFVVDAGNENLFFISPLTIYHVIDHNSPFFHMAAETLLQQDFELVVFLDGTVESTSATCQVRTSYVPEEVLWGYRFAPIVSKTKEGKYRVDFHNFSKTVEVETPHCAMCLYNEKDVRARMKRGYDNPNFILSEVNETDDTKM
# TNAP act hi DEA = activators of human TNAP at high phosphate acceptor concentration. P05186. purified TNAP, CDP-star luminescence, 1 M DEA, 30 min; active compounds read high; 0 = EDTA background, 1 = DMSO-only activity. activation factor at 20 µM. 200,000 tested, under 10 active;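 active means activation factor at least 2 at 20 µM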
#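 system = human TNAP | amount = enzyme diluted 1/800 final | reagent = 100 µM CDP-star substrate | signal = luminescent substrate turnover signal | dosing = one dose, 20 µM | benchmarks = EDTA negative control, DMSO positive control | measure = activation factor | timing = 30 min reaction, room temperature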
# bIAP inhibitor = blocks bovine intestinal alkaline phosphatase activity | purified bovine IAP, CDP-star luminescence, 30 min | inhibition, % at 20 µM | 190,000 tested, under 10 active | AID 1019;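 active means over 50% inhibition of intestinal alkaline phosphatase at 20 µM in the single-dose screen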
#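 System: Purified bovine intestinal alkaline phosphatase (IAP) enzyme | Input: IAP diluted 1/65,000,000 in the well | Also added: CDP-star chemiluminescent phosphatase substrate, 30 µM final | Dosing: 20 µM single dose | Times: Enzyme reaction for 30 min at room temperature | Detection: Luminescence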
# PPARg SRC-1 ag = PPARgamma-driven SRC-1 recruitment agonism | activation, % at 8 µM | P37231 | PPARgamma-SRC-1 coactivator recruitment biochemical assay | hit rate 0.41% among 200,000 | AID 631; in the data active means activation above about 19%;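 further: 0% = DMSO and 100% = reference agonist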
# STAT3 activator = increases IL-6 driven STAT3 reporter signal | U3A cells, IL-6 STAT3-luciferase reporter, luminescence; 100% = signal with IL-6 EC80 alone | activation (% of control), % at 5.6 µM | hit rate 0.91% among 190,000 | AID 871;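 active means activation above the screen-wide mean of compound activation plus 3 SD, cut at about 130% in these data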;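 further: 0% = background luminescence of wells with medium and substrate only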
#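 Material: STAT3-luciferase reporter U3A cells; Probe or stimulus: IL-6 (33 ng/mL); Incubation: compound pre-incubation 1 h before IL-6, then 6 h stimulation at 37 °C; Technique: luminescence from STAT3-driven luciferase reporter; Evaluation: % activation versus median of IL-6-stimulated wells; Controls: IL-6-only high control.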
# * hit, by the source's call; . = not tested or not shown.
SMILES,PPARg SRC3 recr,STAT1 inh,bIAP activator,TR-FRET SRC-2 ct,STAT3 inh,PPARg SRC-2 ag,ROMK mod,TNAP act hi DEA,bIAP inhibitor,PPARg SRC-1 ag,STAT3 activator
CN(c1ccccc1C(=O)NCc1ccccn1)S(C)(=O)=O,1,-10,0.9,1601,-4,1,.,1,13,3,104
CCc1ccc(CN2CCN(C(=O)c3cccc(OC)c3OC)CC2)cc1,15,4,1,1631,60*,-6,.,1,4,2,53
COc1ccc(NC2=CC(=O)CC(C)(C)C2)cc1OC,-6,-2,1,1638,-1,-7,0.012,1,2,6,105
Cc1ccc2c(c1)-c1c(cnn1CC(=O)NC(C)CCc1ccco1)CO2 (stereo unspecified),4,-2,1.1,1498,7,10,.,1.1,-6,-4,98
CCOC(=O)C1=C(c2ccccc2)NC(SCC(=O)Nc2cccc(C)c2)=C(C#N)C1c1ccco1 (stereo unspecified),9,3,0.9,1658,9,9,.,1.1,11,8,97
CN(C(=O)COC(=O)c1ccc2c(=O)n3c(nc2c1)CCC3)c1ccccc1,2,18,1.2,1783,13,-3,-0.43,1,-17,2,92
CN(CC(=O)Nc1ccc(F)c(F)c1F)c1ncnc2sccc12,-3,14,0.9,1530,16,-5,-0.51,1,9,-1,88
COc1ccc(OC)c(-c2cc(C(=O)Nc3sc4c(c3C#N)CCC(C)C4)c3ccccc3n2)c1 (stereo unspecified),2,4,1,1239,3,-4,.,1,2,-5,103
COc1ccc(S(=O)(=O)NCc2ccc(C(=O)N3CCN(c4ccccn4)CC3)cc2)cc1,-4,3,1,1790,2,2,-0.49,1,0,10,102
CCS(=O)(=O)N1CCN(C(=O)c2ccc(-c3ccccc3)cc2)CC1,-1,-8,1,1635,7,-3,.,1,2,0,96
CN(C)C(=O)N1CCCC(C(=O)NCc2ccccc2)C1 (stereo unspecified),-8,0,0.9,1511,2,-4,.,1.1,10,-8,101
Cc1ccc(Cn2cc(SCC(N)=O)c3ccccc32)cc1,1,6,1.1,1471,-8,2,-0.7,1,-15,-1,108
CCN(CC)CCNC(=O)c1ccc(NC(=O)c2c(F)cccc2Cl)cc1,3,-2,1.1,1766,-18,9,0.75,1,-11,14,117
COC(=O)C1=C(C)N(C)C(=O)NC1c1ccc(O)c(Cl)c1 (stereo unspecified),4,-5,1.1,1461,2,9,0.47,1,-9,-2,104
CCCCCc1c2c(cc(O)c1C(=O)O)OC(=O)c1c(cc(OC)cc1C(=O)CCCC)O2,-2,-2,1,1497,.,4,.,1,0,-3,.
Cc1c(NC(=O)c2ccc(-c3cccc([N+](=O)[O-])c3)o2)c(=O)n(-c2ccccc2)n1C,6,3,1,1668,20,15,0.014,1,-4,9,87
COc1ccccc1CNC(=O)C1(c2ccc(Cl)cc2)CC1,2,-2,1.1,1376,1,1,-1.2,1.1,-7,-1,107
CC(=O)Oc1ccc2nc(-c3cccs3)oc(=O)c2c1,-1,3,1,1573,-3,1,.,1,-2,0,107
O=C(O)CCN1C(=O)NC2(CCCC2)C1=O,7,-11,0.7,1534,1,4,.,1.1,30,2,108
Cn1c(C(=O)NC2CC2)cc(=O)n(C)c1=O,5,3,1.1,1636,11,5,.,1.1,-12,7,96
OCCCNC(=S)Nc1ccc(Oc2ccccc2)cc1,2,-1,1.2,1569,0,8,0.0085,1.1,-23,3,98
N/C(=N\NC(=O)c1cccs1)c1cc2ccccc2oc1=O,4,-6,0.9,1659,9,-1,.,0.9,14,2,92
CC(Cc1c[nH]c2ccccc12)NC(=O)C1CCCNC1=O (stereo unspecified),-4,-5,1,1427,5,-3,.,1,-1,-3,101
Cc1ccc(C(=O)N(CC#N)CC#N)cc1C,-2,1,0.9,1741,4,-5,2,1,7,2,97
COc1ccc(S(=O)(=O)N[C@@H](Cc2ccc(Cl)cc2)C(=O)N2CC[C@@]3(O)CCCC[C@H]3C2)cc1,-19,-1,1,1446,5,-5,.,1,2,-3,99
Cc1ccc(S(=O)(=O)c2cn(Cc3ccc(F)cc3)c3cc4c(cc3c2=O)OCO4)cc1,0,3,1.1,1947,0,-7,.,1,-7,-10,102
Cc1cc(C)nc(SC2CCOC2=O)n1 (stereo unspecified),-3,1,0.9,1554,-6,10,-0.51,1,6,-3,108
Cc1[nH]c(-c2ccc3c(c2)OCO3)nc1C(=O)O,-2,2,1.1,1650,12,10,.,1,-6,4,97
CC(=O)c1cc(C#N)c(Oc2ccccc2)nc1C,4,-8,.,1440,-12,6,.,.,.,2,115
CCOc1ccc(C(C)=O)cc1CSC(=N)N,3,20,0.7,1537,16,1,-0.49,1,30,12,91
CCOc1ccccc1CN1CCC(CO)(CCOc2ccccc2)CC1,0,5,1,1358,-1,-7,-1.8,1.1,0,-4,103
Cc1ccc(C)c(NC(=O)Cn2nnc(-c3ccc(N4CCOCC4)cc3)n2)c1,3,-5,1,1619,6,5,0.24,1,-4,11,99
CC(C)C(=O)Nc1ccc(NC(=O)c2cccc(F)c2)cn1,3,-22,0.9,1566,22,-3,.,1.1,14,8,84
CCOCCc1c(O)nc(SCC(=O)NCc2ccco2)[nH]c1=O,3,-1,1,1639,16,7,.,1,1,4,94
CC(=O)Oc1cccc(C(=O)Nc2c[nH]c(=O)[nH]c2=O)c1,3,-11,1.2,1697,11,0,0.78,1,-17,6,95
COCC(=O)Nc1cc(OC)c(Cl)cc1OC,10,-8,0.9,1706,21,12,.,1,6,0,86
N#CCC1c2ccccc2CCN1C(=O)Nc1ccc(C(F)(F)F)cc1 (stereo unspecified),11,-4,0.7,1595,6,-7,.,1,31,-7,103
O=S1(=O)CCC(NC(=S)Nc2ccc(Cl)cc2)C1 (stereo unspecified),0,-13,1,1546,-1,-8,.,1,2,0,103
O=C(CSc1nc2ccccc2[nH]1)NCCc1ccc(Cl)cc1,0,10,0.9,1406,10,-10,.,1,9,0,93
CC(NC(=O)CSc1nc2sc3c(c2c(=O)n1-c1ccccc1)CCCC3)c1ccccc1 (stereo unspecified),5,8,0.9,1456,9,-6,.,1.2,7,-7,96
O=C(CCN1CCN(S(=O)(=O)c2ccc(Br)cc2)CC1)Nc1ccccc1F,3,7,1,1569,7,9,-1.4,1,-3,6,100
CCOC(=O)N1CCC(N2C(=O)c3ccccc3C2=O)CC1,3,-7,0.8,1420,11,-5,.,1,23,-6,91
Cc1ccc(N2C(=N)/C(=C3/Nc4ccccc4S3)C(c3ccccc3)C2=O)cc1 (stereo unspecified),3,-21,0.3,1369,-11,-6,.,1,.,-1,105
COc1ccc(N2CCN(c3ccc(Cl)nn3)CC2)cc1,-2,-10,1,1617,25,2,-0.52,1,-5,-3,83
COc1ccc2[nH]c(C)c(CCNC(=S)Nc3cccc(C)c3C)c2c1,3,3,0.9,1455,10,8,-0.39,1,12,10,91
CCOC(=O)CSc1nc2c(sc(=S)n2-c2ccc(OCC)cc2)c(=O)[nH]1,0,22,1,1597,13,11,.,1,-4,6,91
COc1ccccc1-c1ccc(Nc2ccc(C(=O)N3CCOCC3)cc2)nn1,4,-6,1,1516,9,12,.,1,4,10,94
C=CCNC(=O)/C(C#N)=C/c1c(N2CC(C)OC(C)C2)nc2ccccn2c1=O (stereo unspecified),-2,4,0.9,1577,2,-1,0.82,1,8,2,96
Cc1ccc(NC(=O)CSc2nnc(-c3ccco3)o2)cc1,0,-5,1,1607,3,15,-0.84,1,-3,6,98
O=C(N/N=C/c1ccc(N2CCOCC2)o1)c1cccc(F)c1,4,-1,0.9,1490,-3,8,.,1,9,-7,105
Cc1ccccc1N1CC(C(=O)O)CC1=O (stereo unspecified),1,-6,1.1,1645,0,0,-0.19,1.1,-11,5,105
COc1ccc(CCNC(=O)CCCn2c(SCC(N)=O)nc3cc4c(cc3c2=O)OCO4)cc1OC,-3,-7,1.2,1440,5,-1,-0.048,1,-20,0,100
Cc1ccc(-c2ccc(CCC(=O)O)n2NC(=O)c2ccco2)cc1,5,-3,1,1629,5,12,0.57,1,-2,5,99
Cc1cc(C(=O)Cn2cncn2)c(C)n1CCc1ccc(F)cc1,-2,7,0.9,1638,12,-1,.,1.1,12,2,94
Cc1ccc(NC(=O)Nc2cc(Cl)ccc2C2COC(=O)C2=N)cc1 (stereo unspecified),-1,4,1.1,1712,-5,19,-0.8,1,-8,2,107
Cc1c(Cl)c([N+](=O)[O-])nn1CCCC(=O)Nc1cccc(O)c1,-2,7,1.1,1498,7,7,-1.4,1,-11,0,96
CCC(Sc1nc2ccccc2s1)C(=O)Nc1cc(C)on1 (stereo unspecified),4,0,0.9,1553,-7,3,.,1,6,-5,107
CCCCNC(=O)CCCCCn1c(=O)[nH]c2cc(OC)c(OC)cc2c1=O,-1,1,1,1568,9,5,.,1,-3,10,97
COc1ccc(CCNC(=O)CN2CCC(C(N)=O)CC2)cc1,-7,-6,1,1432,6,3,.,1,5,1,98
COc1ccc(NC(=O)c2cc(-c3cccnc3)nc3ccc(C)cc23)cc1OC,0,-6,0.9,1468,6,-1,.,1,6,4,95

# Some of the entries so far, with tabs.
SMILES	PPARg SRC3 recr	STAT1 inh	bIAP activator	TR-FRET SRC-2 ct	STAT3 inh	PPARg SRC-2 ag	ROMK mod	TNAP act hi DEA	bIAP inhibitor	PPARg SRC-1 ag	STAT3 activator
Cc1ccc(NC(=O)Nc2cc(Cl)ccc2C2COC(=O)C2=N)cc1 (stereo unspecified)	-1	4	1.1	1712	-5	19	-0.8	1	-8	2	107
COc1ccc(N2CCN(c3ccc(Cl)nn3)CC2)cc1	-2	-10	1	1617	25	2	-0.52	1	-5	-3	83

# (cont.)
SMILES,PPARg SRC3 recr,STAT1 inh,bIAP activator,TR-FRET SRC-2 ct,STAT3 inh,PPARg SRC-2 ag,ROMK mod,TNAP act hi DEA,bIAP inhibitor,PPARg SRC-1 ag,STAT3 activator
CCn1cc([N+](=O)[O-])c(C(=O)Nc2c(C)nn(Cc3cccc(F)c3)c2C)n1,0,-8,0.9,1550,-6,-2,-0.69,1.1,11,0,103
ONC(=Nc1ccc(Cl)cc1)c1ccccc1Cl,12,-3,0.8,1767,5,5,.,1,23,-2,100
O=C(O)c1c[nH]c2c(C(F)(F)F)cccc2c1=O,9,-1,0.9,1726,2,10,-0.67,1.1,14,8,99
Cc1c(F)cccc1NS(=O)(=O)c1ccc2c(c1)c(=O)n(C)c(=O)n2C,7,16,1,1595,16,-2,-0.24,1,-4,5,90
CCN(CC)S(=O)(=O)c1ccc(NC(=O)c2cccc3c2C(=O)N(CCOC)C3)cc1,-3,9,0.9,1772,9,11,.,1,11,13,94
